# Assay outcomes (PubChem BioAssay)
# EBI2 block – EBI2 (human) antagonism; actives 0.81% (n = 360,000); P32249; inhibition, % at 5 µM; EBI2 beta-arrestin recruitment, luminescence, 7a,25-OHC stimulated; in the data active means inhibition above about 38%;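 further: enzyme fragment complementation signal reports receptor beta-arrestin coupling in cells; 0% = agonist plus DMSO wells and 100% = wells without agonist; some results beyond the cut were filed as inactive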
# Target sequence (P32249 whole entry, looked up, the tested form may be a part): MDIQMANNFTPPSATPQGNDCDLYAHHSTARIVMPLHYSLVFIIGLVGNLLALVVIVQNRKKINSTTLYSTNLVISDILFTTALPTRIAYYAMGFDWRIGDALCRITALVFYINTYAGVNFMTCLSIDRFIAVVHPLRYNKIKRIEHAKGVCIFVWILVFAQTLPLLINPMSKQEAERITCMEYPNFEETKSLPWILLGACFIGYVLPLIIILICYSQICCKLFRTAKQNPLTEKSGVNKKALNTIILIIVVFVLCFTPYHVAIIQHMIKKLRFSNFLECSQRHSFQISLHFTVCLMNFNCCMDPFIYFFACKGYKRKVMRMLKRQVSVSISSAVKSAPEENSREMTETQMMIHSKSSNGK
# UBC13 inh – blocks human UBC13 polyubiquitin chain formation. P61088. TR-FRET. inhibition, % at 20 µM. actives 0.47% (n = 330,000); in the data active means inhibition above about 45%, passing the limit was not always enough
# CXCR6 block – inhibitors of human CXCR6 receptor. O00574. CHO-K1 PathHunter CXCR6 beta-arrestin, luminescence. inhibition, % at 20 µM. actives 0.36% (n = 360,000). AID 602244; in the data active means inhibition above about 34%, passing the limit was not always enough;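 further: antagonist mode with CXCL16 agonist at 10 nM final; 0% = 10 nM CXCL16 with DMSO and 100% = unstimulated wells without agonist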
# Target sequence (O00574 whole entry, looked up): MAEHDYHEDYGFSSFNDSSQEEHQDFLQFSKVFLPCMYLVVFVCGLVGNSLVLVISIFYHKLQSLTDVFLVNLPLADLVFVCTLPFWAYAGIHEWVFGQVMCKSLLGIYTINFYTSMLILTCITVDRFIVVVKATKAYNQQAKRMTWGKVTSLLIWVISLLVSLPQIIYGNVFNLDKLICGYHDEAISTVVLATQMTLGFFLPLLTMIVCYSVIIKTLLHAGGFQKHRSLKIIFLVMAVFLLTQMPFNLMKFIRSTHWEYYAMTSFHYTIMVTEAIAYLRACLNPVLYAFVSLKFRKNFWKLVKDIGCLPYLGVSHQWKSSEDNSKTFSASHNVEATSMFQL
# Gli-Sufu antag – Gli-Sufu pathway antagonism | Sufu-KO-LIGHT fibroblasts, Gli luciferase reporter luminescence | inhibition, % at 5 µM | actives 0.74% (n = 340,000) | AID 588413;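 active means inhibition above about 55%, limit read from the data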;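 further: 0% = DMSO-treated cells and 100% = wells with medium but no cells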
# 697 NFkB inh – inhibitors of the PMA/ionomycin-induced NF-kB reporter in 697 B cells; 697 B-cell NF-kB luciferase reporter, 16 h; inhibition, % at 4 µM; actives 0.33% (n = 330,000); AID 435022; in the data active means inhibition above about 35%
# CCR6 antag – blocks CCL20-driven beta-arrestin recruitment at human CCR6; CHO-K1 CCR6 PathHunter beta-arrestin, luminescence, CCL20-stimulated; inhibition, % at 20 µM; actives 0.49% (n = 340,000); AID 493098;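 active means compounds whose inhibition of the agonist-driven luminescence signal at 20 µM reaches about 50%, limit read from the data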;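 further: cells stimulated with CCL20 at 14 nM final; plate controls were DMSO with CCL20 for no effect and DMSO without agonist for full effect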
# Target sequence (P51684 whole entry, looked up): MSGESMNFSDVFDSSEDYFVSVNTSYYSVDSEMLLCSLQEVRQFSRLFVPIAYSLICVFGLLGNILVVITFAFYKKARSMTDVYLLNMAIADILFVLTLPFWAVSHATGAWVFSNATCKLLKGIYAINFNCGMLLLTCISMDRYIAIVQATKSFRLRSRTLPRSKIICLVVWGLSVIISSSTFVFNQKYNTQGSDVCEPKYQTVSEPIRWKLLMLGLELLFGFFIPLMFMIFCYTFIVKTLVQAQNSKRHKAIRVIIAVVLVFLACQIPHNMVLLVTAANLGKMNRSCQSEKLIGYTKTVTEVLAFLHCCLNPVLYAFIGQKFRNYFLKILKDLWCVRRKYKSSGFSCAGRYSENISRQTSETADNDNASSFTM
# Jurkat NFkB inh – inhibitors of the PMA/ionomycin-induced NF-kB reporter in Jurkat cells; inhibition, % at 4 µM; actives 0.53% (n = 330,000); PMA/ionomycin-induced NF-kB luciferase reporter, luminescence; in the data active means inhibition above about 50%
# APJ antagonist – APJ receptor antagonism | P35414 | CHO-K1 APJ beta-arrestin complementation, luminescence | inhibition, % at 20 µM | actives 0.32% (n = 330,000) | AID 2521;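 active means inhibition above about 40% at 20 µM, limit read from the data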;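 further: cells challenged with 10 nM apelin-13 agonist together with compound; plate controls were apelin-13 plus DMSO wells for no effect and DMSO wells lacking apelin-13 for full effect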
# Active calls of the source: *; . = no result given.
SMILES,EBI2 block,UBC13 inh,CXCR6 block,Gli-Sufu antag,697 NFkB inh,CCR6 antag,Jurkat NFkB inh,APJ antagonist
O=C(c1ccco1)N1CCN(S(=O)(=O)c2ccc3[nH]c(=O)oc3c2)CC1,3,1,6,-3,-14,-12,-47,-23
Cc1cc(C)cc(N2C(=O)CN(Cc3ccccc3)C2=S)c1,-1,-6,1,-1,9,9,8,9
Cc1cnc(NC(=O)NCC2CCCC(CNC(=O)Nc3ncc(C)s3)C2)s1 (stereo unspecified),9,0,1,28,-16,-3,9,0
Cn1c(NCCO)nc2c(c1=O)C1(CCCCC1)Cc1ccccc1-2,5,20,3,8,11,-3,2,17
COC(=O)CN(c1ccc(OC)cc1)S(=O)(=O)c1c(C)noc1C,-4,-3,9,-1,-32,-4,-5,11
CCCCn1c(N)c(N(CC(C)C)C(=O)c2cc(-c3ccc(OC)cc3)nc3ccccc23)c(=O)[nH]c1=O,2,.,2,7,.,19,.,.
Cc1ccc(C(=O)COC(=O)CCN2C(=O)C3C4C=CC(C5CC45)C3C2=O)cc1 (stereo unspecified),2,-4,-8,-14,-12,0,-6,-24
COc1cc(S(=O)(=O)N2CCCCC2)c(OC)cc1Br,3,1,4,2,-6,17,3,-2
Cc1ccc(Cl)cc1N(CC(=O)N1CCCCCC1)S(C)(=O)=O,-15,4,-5,9,19,1,6,-6
CCSc1nc(O)cc(=O)[nH]1,-6,-1,-12,3,-11,-3,-11,-19
O=c1cc(CN2CCN(S(=O)(=O)c3ccc4c(c3)OCCO4)CC2)c2ccc(O)cc2o1,8,9,-19,1,13,8,-16,-16
COc1ccc(N(C(=O)c2cc3ccccc3oc2=O)C2C=CS(=O)(=O)C2)c(OC)c1 (stereo unspecified),0,4,6,-2,11,-1,9,11
Cc1ccc(C(=O)OCC(=O)NCCC2=CCCCC2)cc1N,3,-8,-1,-1,-22,-1,7,-2
Cc1noc(C)c1CSCC(=O)Oc1ccc(N(C)S(=O)(=O)c2ccc(Cl)cc2)cc1,6,-3,-1,5,-18,5,-6,-59
O=C(COC(=O)Cn1cnc2ccccc21)NCCc1ccc(Cl)cc1,-6,-2,3,-5,21,16,-1,16
Fc1ccc(CSc2nnc(-c3ccncc3)o2)cc1,10,5,5,-24,-6,12,2,7
C=CCSC1=NC(=O)/C(=C/c2cccs2)S1,-1,.,-9,-2,.,24,.,.
O=C(O)c1cc(S(=O)(=O)Nc2ccc3c(c2)OCCO3)c(Cl)cc1Cl,0,-2,-4,21,-20,1,-27,19
CCOCCOC(=O)C1=C(C)N(C)C(=O)NC1c1ccccc1Cl (stereo unspecified),2,-4,10,8,9,3,-1,1
O=C(Nc1ccccc1N1CCCCC1)c1ccc(-c2cccc(Cl)c2)o1,13,0,6,-6,-23,16,1,-4
COc1cc(C(=O)NNC(=O)c2ccc(S(=O)(=O)N3CCCCC3)cc2)cc(OC)c1OC,-9,-5,-6,7,-25,7,-7,-23
O=C(c1ccc(Br)o1)N(c1ccccn1)C1CCCCC1,-7,-2,10,12,6,18,1,12
CC1CN(S(=O)(=O)c2cccc(C(=O)OCC(=O)c3cccs3)c2)CC(C)O1 (stereo unspecified),3,0,-2,-3,20,9,1,-31
CC(NC(=O)COC(=O)COc1ccc(Cl)cc1)c1ccccc1 (stereo unspecified),1,7,-4,3,-9,7,-9,-1
CC(C)CCN(C(=O)CNC(=O)c1ccco1)C(C(=O)NC1CCCCC1)c1ccco1 (stereo unspecified),3,-4,2,2,-13,-5,-14,-15
SMILES,EBI2 block,UBC13 inh,CXCR6 block,Gli-Sufu antag,697 NFkB inh,CCR6 antag,Jurkat NFkB inh,APJ antagonist
CCN(CC)CCN1C(=O)C(=O)/C(=C(/O)c2c(C)[nH]c(C(=O)OC)c2C)C1c1ccccc1 (stereo unspecified),-9,-12,3,-2,26,18,6,12
CCCCNC1=CC(=O)C(=O)c2ccccc21,9,-133,-4,-2,14,-7,-3,-58
C[C@@H](CSc1ccccc1)CN1CC[C@H](C(C)(C)C)CCC1=O,3,11,11,6,10,0,3,3
CN(C)N1C(N)=C(C#N)C(c2ccsc2)C2=C1CCCC2=O (stereo unspecified),-4,0,1,-1,14,0,3,-14
CCN(Cc1cc2cc(C)ccc2[nH]c1=O)S(=O)(=O)c1ccccc1,2,11,-6,1,-8,22,17,15
CCOC(=O)c1c(-c2ccc(C)o2)csc1NC(=O)CN1CCN(CC)CC1,4,5,1,15,-4,13,-9,11
Cc1nn(C)c(C(=O)Nc2ccn(Cc3c(F)c(F)cc(F)c3F)n2)c1[N+](=O)[O-],-13,-5,9,-9,-8,0,10,6
COc1ccc(Cc2nnc(NC(=O)c3ccco3)s2)cc1,-6,6,-4,-6,-11,0,5,8
CCCN(CCO)Cc1cccc(Br)c1,3,15,1,2,17,3,3,8
O=C(NC(=S)N(Cc1ccccc1)Cc1ccccc1)C1CCCCC1,14,16,15,-5,4,25,2,14
Cc1cc2c(=O)oc(-c3ccc(F)cc3)nc2s1,0,4,10,2,-21,8,-6,13
Cc1ccc(S(=O)(=O)N2CCC(C(=O)Nc3ccccc3N3CCCC3)CC2)cc1C,9,-11,1,-9,-25,11,-3,4
CN(CC(=O)N1CCN(c2cccc(Cl)c2)CC1)S(=O)(=O)c1cccs1,-4,4,-12,5,2,9,9,-9
CC(=O)Nc1ccc(S(=O)(=O)NCc2ccc(C)cc2)cc1,-5,8,1,3,5,3,2,2
Nc1cc(=O)[nH]c(SCc2csc(-c3ccccc3)n2)n1,-2,17,-19,-8,-3,6,19,-7
CSc1nc(Cl)c(C#N)c(-c2ccc(C)cc2)n1,-12,15,-2,1,25,-19,7,4
COc1cccc(CN2CCN(C(=O)c3cccc4ccccc34)CC2)c1,3,-5,2,44,-16,5,-13,-2
COc1ccc(-c2nc(C(=O)NCCCN3CCOCC3)cc3c2[nH]c2ccccc23)cc1OC,8,30,7,14,-6,14,-61,-71
Cc1ccc(-c2nn(-c3ccccc3)cc2CC(=S)N2CCOCC2)cc1,2,-3,0,7,1,8,-3,-33
COc1ccccc1C(=O)NCC(=O)OCC(=O)N(CC(C)C)c1c(N)n(Cc2ccccc2)c(=O)[nH]c1=O,-3,1,8,-9,-1,5,-1,13
CC(C)(C)C(=O)Nc1ncc(C(F)(F)F)cc1Cl,-6,8,4,-1,7,8,-6,0
C/C(=N\O)C(C)(C)NC(=O)Nc1ccc(Cl)cc1,-6,2,-2,7,-14,10,-8,-7
Cc1cc2ccccc2cc1CN1CCCCC1,-13,0,0,-2,17,10,-2,-5
CCN(CC)S(=O)(=O)c1ccc2c(c1)nc(SC(C)C(=O)NCC1CCCO1)n2CC (stereo unspecified),5,-2,2,5,9,-21,18,2
O=S(=O)(NCC(c1cccnc1)N1CCc2ccccc2C1)c1ccccc1 (stereo unspecified),-13,-2,3,0,-10,19,19,12

# Reprinted from the results shown (4 entries):
SMILES,EBI2 block,UBC13 inh,CXCR6 block,Gli-Sufu antag,697 NFkB inh,CCR6 antag,Jurkat NFkB inh,APJ antagonist
COc1ccc(Cc2nnc(NC(=O)c3ccco3)s2)cc1,-6,6,-4,-6,-11,0,5,8
CCCN(CCO)Cc1cccc(Br)c1,3,15,1,2,17,3,3,8
O=C(NC(=S)N(Cc1ccccc1)Cc1ccccc1)C1CCCCC1,14,16,15,-5,4,25,2,14
Cc1cc2c(=O)oc(-c3ccc(F)cc3)nc2s1,0,4,10,2,-21,8,-6,13

# Following part.
SMILES,EBI2 block,UBC13 inh,CXCR6 block,Gli-Sufu antag,697 NFkB inh,CCR6 antag,Jurkat NFkB inh,APJ antagonist
O=[N+]([O-])c1cc(Cl)c(Cl)c(Cl)c1Cl,3,0,-9,20,8,-2,4,-27
CCC12CN(C(=O)c3ccc(OC)cc3)CC(CC)(CN(C(=O)c3ccc(OC)cc3)C1)C2=O,-5,2,-6,4,-18,1,4,9
CC(C)C(=O)NC(=S)Nc1ccc(S(=O)(=O)N(C)Cc2ccccc2)cc1,10,-6,14,3,3,28,16,18
COc1cc(/C=C/C(=O)Nc2cccnc2)cc(OC)c1OC,0,-2,1,8,-10,8,-2,3
CCCN(C(=O)CSc1nnc2ccccn12)C1CCS(=O)(=O)C1 (stereo unspecified),-11,6,-7,-9,-6,9,4,6
CCN1C[C@@H]2[C@@H]3C(=O)N(Cc4ccccc4)C(=O)[C@@H]3[C@](CC)(C(=O)OC)N2C1=NC,-9,.,-2,-1,13,4,.,.
CS(=O)(=O)N1CCN(c2ccccc2NC(=O)Nc2cccc(Cl)c2)CC1,12,6,-6,-8,13,-11,6,-7
COc1ccc(-n2c(SCc3cccnc3)nc3c(c2=O)SCC3)cc1OC,4,.,0,-2,.,-1,.,.
O=C(OCC(=O)N1CCN(c2ccccc2)CC1)c1ccco1,1,.,6,20,.,7,.,.
O=C(COc1ccc(F)cc1)Nc1cc(Cl)ccc1-n1cncn1,1,-1,4,-19,-8,8,-5,8
COc1cc(/C=C(\NC(=O)c2ccccc2)C(=O)Nc2nccs2)ccc1OC(C)=O,-14,-10,-3,-7,6,6,-4,15
Cc1c(CC(=O)O)c(=O)oc2cc(OCc3ccc(Br)cc3)ccc12,-2,3,3,0,-6,8,-10,9
O=C1COc2ccc(C(=O)COC(=O)CNC(=O)c3ccccc3)cc2N1,7,-5,-7,-10,7,15,0,2
CN1CCN(CCc2nc3cc(NC(=O)COc4ccc([N+](=O)[O-])cc4)ccc3n2C)CC1,-5,1,6,-3,8,5,4,3
O=C(Nc1ccc(Cl)cn1)c1cccc(S(=O)(=O)N2CCOCC2)c1,-10,-4,6,-18,3,-6,3,-5
COc1cccc(OCc2nc(-c3cccc([N+](=O)[O-])c3)no2)c1,0,2,0,-3,12,-6,-6,-7
Cc1nc2cc(S(=O)(=O)C(F)(F)F)ccc2s1,-1,-8,-2,12,-10,-8,2,2
O=C(O)CN1C(=O)/C(=C\C(Br)=C\c2ccccc2)SC1=S,14,-20,-4,3,-14,8,7,-24
CCN(C(=O)COC(=O)CSc1ccccc1)c1c(N)n(Cc2ccccc2)c(=O)[nH]c1=O,-11,-8,-1,-5,5,0,-2,0
CCOc1ccc(C(=O)n2cnnc2N)cc1,-4,1,-17,-3,15,7,-6,7
Cc1cc(O)c(N=Cc2cc3c(cc2[N+](=O)[O-])OCO3)cc1C,-15,-17,-15,-3,-67,-3,-23,-20
CCCc1nnc(NS(=O)(=O)c2ccc(OC)cc2)s1,-5,5,-2,-3,20,8,3,11
O=C(O)C12CC3CC(C1)CC(n1ncc(NCc4ccccc4)c(Cl)c1=O)(C3)C2,-2,3,-6,-24,13,0,12,-5
Cn1c(=O)cc(SCC(=O)N2CCCC2)c2cc(Cl)ccc21,-3,1,6,19,52*,-7,13,13
CCCC(C(=O)NC(C)(C)C)N(Cc1ccc(F)cc1)C(=O)c1snc(C(N)=O)c1N (stereo unspecified),-2,33,-2,2,-26,2,-21,3
SMILES,EBI2 block,UBC13 inh,CXCR6 block,Gli-Sufu antag,697 NFkB inh,CCR6 antag,Jurkat NFkB inh,APJ antagonist
COC(=O)c1ccc(C(=O)OC)c(NC(=O)CN(C)Cc2ccc(Cl)c(Cl)c2)c1,13,8,2,14,-5,14,-3,-9
O=C(C[C@H]1C/C=C\CC[C@H](Cc2ccc(F)cc2)C(=O)OC[C@H]2CCCN2C1=O)N[C@H](CO)Cc1ccccc1,1,-10,-6,5,12,13,-2,-6
CSc1ccccc1C(=O)Nc1ccc2c(c1)OCCO2,6,-9,-5,-37,-19,-20,-19,7
Cc1ccc(C)c(OCc2nnc(NC(=O)c3ccco3)s2)c1,-5,-4,6,0,1,16,-4,-2
C[C@@H]1COC(=O)[C@H](NC(=O)OCC2c3ccccc3-c3ccccc32)C/C=C\C[C@@H](CC(=O)N(CCO)Cc2ccccc2)C(=O)N1,-3,18,-2,55*,8,12,5,0
CCCCNC(=O)CCn1c(=O)c2cccn2c2ccc(F)cc21,-5,2,-3,7,-6,-2,-17,8
O=[N+]([O-])c1ccccc1S(=O)(=O)N(CC1CO1)c1ccccc1 (stereo unspecified),-9,-9,0,0,-25,14,-13,7
COc1ccc(S(=O)(=O)N2CCCC2)c2ccccc12,-16,-5,1,-7,-32,12,7,12
COc1ccc(C(=O)N2CCN(Cc3ccccc3[N+](=O)[O-])CC2)cc1,14,-2,0,-3,2,2,6,-27
